hERG WT inh = blocks the wildtype human KCNH2 potassium channel; Q12809; 340,000 compounds, 0.37% hits; U2OS, BacMam KCNH2, thallium flux FluxOr; active compounds read low; activity change, % at 1.84 µM;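 active means maximum activity change below -70%; inconclusive means maximum activity change between -70% and -50%; inactive means maximum activity change above -50%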
Target sequence (Q12809 whole entry, looked up): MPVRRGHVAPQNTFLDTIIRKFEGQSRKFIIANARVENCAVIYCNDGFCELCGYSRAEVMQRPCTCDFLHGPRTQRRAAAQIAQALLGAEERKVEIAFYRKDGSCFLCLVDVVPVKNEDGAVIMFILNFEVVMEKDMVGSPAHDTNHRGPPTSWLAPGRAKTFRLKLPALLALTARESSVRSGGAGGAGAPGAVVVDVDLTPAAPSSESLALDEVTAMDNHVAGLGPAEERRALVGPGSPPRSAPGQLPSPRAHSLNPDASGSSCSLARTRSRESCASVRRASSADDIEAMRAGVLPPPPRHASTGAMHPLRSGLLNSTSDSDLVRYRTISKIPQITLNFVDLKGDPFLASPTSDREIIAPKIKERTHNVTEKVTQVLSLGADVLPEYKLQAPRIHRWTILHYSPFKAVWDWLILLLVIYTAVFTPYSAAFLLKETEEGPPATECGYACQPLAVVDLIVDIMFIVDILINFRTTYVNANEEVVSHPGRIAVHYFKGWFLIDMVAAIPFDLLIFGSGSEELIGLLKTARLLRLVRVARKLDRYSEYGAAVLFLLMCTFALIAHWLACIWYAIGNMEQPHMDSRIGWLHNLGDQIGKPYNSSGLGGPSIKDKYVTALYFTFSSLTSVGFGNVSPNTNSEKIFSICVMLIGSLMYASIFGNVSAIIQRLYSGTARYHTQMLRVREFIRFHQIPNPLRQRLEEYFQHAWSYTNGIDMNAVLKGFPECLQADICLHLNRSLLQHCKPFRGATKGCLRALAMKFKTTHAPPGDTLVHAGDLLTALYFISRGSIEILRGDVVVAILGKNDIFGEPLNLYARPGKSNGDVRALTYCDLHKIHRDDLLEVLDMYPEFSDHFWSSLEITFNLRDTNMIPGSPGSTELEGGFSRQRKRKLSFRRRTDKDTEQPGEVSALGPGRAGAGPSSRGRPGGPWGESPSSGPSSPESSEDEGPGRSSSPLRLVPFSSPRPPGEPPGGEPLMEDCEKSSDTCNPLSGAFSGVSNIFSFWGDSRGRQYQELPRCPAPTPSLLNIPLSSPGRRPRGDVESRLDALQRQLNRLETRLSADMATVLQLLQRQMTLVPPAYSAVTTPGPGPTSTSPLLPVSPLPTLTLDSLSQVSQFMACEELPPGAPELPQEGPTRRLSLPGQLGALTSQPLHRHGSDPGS
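U2OS cells were transduced with wild-type KCNH2 virus (2.03 x 10^8 / mL) for 4 h at room temperature, then cultured overnight at 37 C. Thallium flux was read with FluxOr dye. Rate constants were normalized to DMSO controls.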
BCR signal inh = chronic active BCR signaling inhibition; Potency, µM (series often up to 46.1 µM), inactives show top-dose ratio change, negative = lower green/red ratio, most hits filed as inhibitors; ABC-DLBCL IkBa-CBG/CBR reporter, luminescence ratio, 4 h; 340,000 compounds, 0.05% hits; AID 493014; active means well fitted inhibition curve with a large enough effect in the signal ratio, with a control signal flat, not every such curve was filed as active; inconclusive means small, poorly fitted or top-dose-only effect, or effect the other way, or a change in a side signal; the % refers to the signal ratio;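 further: potency means the concentration at half of the fitted maximal effect; plate controls were basal doxycycline-induced cells for no effect and cells given 10 µM MG132 for full effect; MG132 reads +100%, hits lower the ratio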
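Concentration-response series (up to 46 uM) were applied to TMD8 dual-reporter cells for 4 h at 37C with doxycycline. Green/red ratio, after filter-overlap correction, defined %Activity; red signal alone was normalised to basal cells and zero luminescence.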
KCNH2 3.1 inh = KCNH2 3.1 (human) potassium channel inhibition. 340,000 compounds, 0.95% hits. U2OS KCNH2 3.1, thallium flux FluxOr; active compounds read low. activity change, % (tested at about 1.8 µM). AID 720553;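 active means maximum activity change below -70%; inconclusive means maximum activity change from -70% to -50%; inactive means maximum activity change above -50%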;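 further: thallium influx rate constant from kinetic fluorescence after stimulation buffer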
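U2OS cells transduced with KCNH2 3.1 mutant virus (1.77 x 10^8 /mL, 4 h), plated overnight at 37 C, loaded 45 min with FluxOr dye plus Red40 quencher. Thallium flux rate constant from kinetic reads after stimulation buffer, normalised to controls.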
uPA generation = cell surface uPA generation inhibition; cell surface uPA generation assay, qHTS; Potency, µM (doses to about 38.3 µM), for the others: at the highest dose activity change, negative = inhibition, most hits filed as inhibitors; AID 540303; 330,000 compounds, 0.31% hits; active means well fitted inhibition curve with a large enough effect; inconclusive means small, poorly fitted or top-dose-only effect; inactive means no such curve, though single readings can be large or run the other way; tested in mouse RAW 264.7 cells; further: potency means the concentration at half of the fitted maximal effect; nearly all actives have a fitted effect of over 55% in size
B2AR arrestin = beta2AR (human) beta-arrestin recruitment activity | P07550 | beta-arrestin recruitment to beta2AR, cell-based reporter | Potency, µM (doses to about 46.1 µM), inactives show at the highest dose activation, most hits filed as activators | 330,000 compounds, 0.02% hits;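 further: potency means the concentration at half of the fitted maximal effect; 0% = DMSO controls and full agonism = EC100 isoproterenol or metaproterenol; nearly all actives have a fitted effect of over 65% in size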
FBPA coupling cs = counter-screen for Giardia aldolase inhibitors: coupling enzyme system | coupling enzyme system counterscreen, AmpLite Red fluorescence | activity change, negative = inhibition, % at 58.2 µM, hits read low | 290,000 compounds, 0.67% hits; in the data active means activity change below about -30%
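Final compound at 57.5 uM, incubated 10 min at RT with coupling enzyme reagent (glyceraldehyde-3-phosphate), then 20 min with substrate and AmpLite Red detection. Fluorescence read at 525/598 nm; tests interference with the coupling assay, not aldolase inhibition.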
USP2a inh = USP2a (human) protease inhibition; O75604; USP2 core, Ub-CHOP2 coupled fluorogenic reporter, 485/531; Potency, µM (series often up to 38.3 µM), inactives show top-dose activity change, negative = inhibition, most hits filed as inhibitors; 330,000 compounds, 0.01% hits;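 further: potency means the concentration at half of the fitted maximal effect; plate controls were DMSO wells for no effect and full inhibition by NEM control for full effect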
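USP2 core (10nM final) preincubated 30min RT with compound in 20mM Tris-HCl pH 8.0, 2mM CaCl2, 2mM beta-mercaptoethanol, 0.05% CHAPS; 25nM Ub-CHOP2 plus 25nM reporter substrate added, fluorescence (Ex485/Em531) read after 60min.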
Giardia killer = kills Giardia lamblia | 340,000 compounds, 0.15% hits | AID 540267 | Giardia lamblia trophozoite viability | activity change, % at 7.66 µM, hits read low; in the data active means activity change below about -80%; inconclusive means between about -30% and that limit;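 further: parasites exposed to compound for two days anaerobically before the ATP read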
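Killing of trophozoites was scored by loss of ATP luminescence after a 48 hrs anaerobic exposure to compounds at 37 deg C, using 100 cells per well.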
GALK inh = inhibitors of human galactokinase; AID 1868; Potency, µM (titrated, usually from 57.5 µM), inactives show at the top dose activity change, negative = inhibition, actives largely listed as inhibitors; Purified GALK, Kinase-Glo residual ATP luminescence; 270,000 compounds, 0.007% hits; P51570; further: potency means the concentration at half of the fitted maximal effect
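Human GALK (5 nM) with 35 uM ATP and 100 uM galactose in 20 mM HEPES pH 8.0, 5 mM MgCl2, 60 mM NaCl, 1 mM DTT, 0.01% BSA. After 1 h at room temperature, leftover ATP was read by Kinase-Glo Plus luminescence.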
PKM2 activator = increases activity of human pyruvate kinase M2; 260,000 compounds, 0.34% hits; purified PKM2, Kinase-Glo ATP luminescence, activation; response scale: 0% is enzyme alone, no compound; Potency, µM (doses to about 57.5 µM), without a hit: at the highest dose activation, usual class: activators; P14618; AID 1631; further: potency means the concentration at half of the fitted maximal effect; nearly all actives have a fitted effect of over 55% in size
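hPK-M2, >95% pure; 0.1 mM ADP / 0.5 mM PEP final; imidazole pH7.2 buffer w/ 7 mM MgCl2, 50 mM KCl; 1 h RT; Kinase-Glo lum. Intermediate enzyme activity for dual inhibitor/activator qHTS.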
Eya2 phos inh = blocks the phosphatase activity of human Eya2. 330,000 compounds, 0.006% hits. AID 488837. recombinant Eya2, OMFP fluorescence dephosphorylation (OMFP is methylfluorescein phosphate). Potency, µM (doses to about 76.9 µM), for the others: top-dose activity, negative = inhibition, most hits filed as inhibitors; further: potency means the concentration at half of the fitted maximal effect
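Eya2 (0.2 uM) preincubated 10 min at ambient with compound, then OMFP substrate added at 50 uM; 10 min reaction in 50 mM HEPES pH 7.5, 50 mM NaCl, 5 uM MgCl2, 0.05% BSA, 1 mM DTT. Fluorescence read at Ex 485/Em 525 nm.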
Starred values were filed as active, the others as inactive; ? = inconclusive; / = no result given; [ ] = remark or other dose. Unless noted, the call rests on the fitted dose curve; in most records, active means well fitted curve in the direction sought with a large enough effect; inconclusive means small, poorly fitted or top-dose-only effect, or another doubt; inactive means no such curve, though single readings can be large; an effect the other way counts as inactive or inconclusive. Unless noted, on the % scale 0 is the no-effect control and ±100 the full control effect.

SMILES	hERG WT inh	BCR signal inh	KCNH2 3.1 inh	uPA generation	B2AR arrestin	FBPA coupling cs	USP2a inh	Giardia killer	GALK inh	PKM2 activator	Eya2 phos inh
O=C(COC(=O)c1ccc(Cl)nc1)Nc1nnc(-c2ccccc2)o1	-5	?	-4	1%	-0.7%	/	0%	18	/	/	16%
Cc1nn(Cc2ccccc2Cl)c(C)c1NC(=O)CCCn1nc(C)c([N+](=O)[O-])c1C	-23	9%	0	2%	-2.1%	/	0%	12	-5%	-1%	-5%
COCC(C)n1c(C)cc(C(=O)COc2ccc(S(=O)(=O)N3CCOCC3)cc2Cl)c1C (configuration not stated)	-3	1%	-3	1%	0.1%	1	2%	-26	-3%	3%	-12%
Cc1cc(N2CCCC2)ccc1NC(=O)COc1ccccc1	-4	2%	28	-6%	-0.2%	/	1%	-2	/	/	-29%
CCc1cc2c(SC(C)C(=O)NC3CCCC3)ncnc2s1 (configuration not stated)	-6	3%	-1	-2%	1.0%	/	0%	-20	/	/	-7%
O=C(CN(C(=O)c1csnn1)c1ccc(F)c(Cl)c1)NCc1ccc2c(c1)OCO2	7	3%	0	1%	0.2%	1	0%	-29	19%	-3%	-13%
CCCn1cnc2cc(NCc3cccc(OC)c3)ccc21	23	?	-74*	-6%	-0.3%	0	0%	-4	1%	1%	16%
COc1cccc(-n2nnc3c(=O)n(Cc4ccc(F)cc4)cnc32)c1	3	7%	-9	-15%	-0.9%	3	-5%	-1	0%	-5%	2%
C=CCNC(=S)N1CCN(c2ncc3c(=O)c(C(=O)O)cn(CC)c3n2)CC1	-5	-7%	7	/	0.5%	-6	0%	-24	-1%	1%	-4%
CCCn1c(SCC(=O)NCc2ccc(C)cc2)n[nH]c1=O	4	-2%	0	3%	-1.0%	-1	0%	-3	3%	-24%	15%
COc1cc(-c2cc(C(=O)Nc3ccc(S(N)(=O)=O)cc3)c3ccccc3n2)cc(OC)c1OC	-6	0%	-6	1%	0.1%	-1	-13%	9	0%	/	-6%
CC(C)(C)OC(=O)CC[C@@H](C(=O)N1CCN(C(=O)OC(C)(C)C)CC1)n1cc(C(Cc2ccc(O)cc2)NC(=O)OC(C)(C)C)nn1 (some centres not stated)	/	1%	/	10%	-0.3%	1	3%	-14	-2%	-2%	5%
Cc1c(O)cc2c(c1O)C(=O)CC(c1ccc(O)cc1)O2 (configuration not stated)	11	0%	7	-8%	0.1%	-1	-1%	18	-4%	17%	-9%
CC1(C(=O)Nc2nc3ccccc3s2)CC1(Br)Br (configuration not stated)	5	?	-17	-7%	0.1%	1	-4%	1	2%	/	4%
COc1ccc(CN2CCNC(=O)C2CC(=O)NCC2CCOCC2)c(F)c1 (configuration not stated)	-2	1%	-5	8%	0.1%	/	-1%	-7	5%	-5%	-5%
Cc1cc2c(=O)oc(-c3ccc(Br)cc3)nc2s1	-2	?	1	1%	-0.2%	2	1%	-7	-2%	2%	16%
CCCNC(=O)c1ccccc1NC(=O)COc1cccc2c1OC(C)(C)C2	-2	-1%	-8	2%	-3.9%	/	2%	8	/	/	18%
CCOc1cccc2sc(N(CCCN(C)C)C(=O)c3ccc(S(=O)(=O)N(C)c4ccccc4)cc3)nc12	-106*	?	-85*	?	0.0%	1	3%	-5	0%	1%	0%
COC(=O)C1(CCSC)NC(c2ccccc2OC)C2C(=O)N(C)C(=O)C21 (configuration not stated)	-1	1%	-11	0%	-0.3%	0	1%	-2	0%	-2%	-2%
O=C(NCCc1c[nH]c2ccccc12)C1CCN(Cc2ccc(Br)cc2)CC1	5	-10%	-29	-3%	-1.1%	1	3%	-17	-2%	0%	7%
CC(c1ccccc1)n1c(Br)nc2c1c(=O)[nH]c(=O)n2C (configuration not stated)	-2	-14%	-2	-5%	0.1%	0	2%	3	-1%	5%	4%
COc1ccc(OC)c(NC(=O)CSc2nnc(C3CCCCC3)n2N)c1	-7	?	13	1%	-0.1%	/	0%	12	/	/	19%
COc1ccc(OC)c(-c2c[n+](=O)c3c(n2[O-])CCCC3)c1	-19	?	-4	-1%	-3.4%	2	-1%	?	7%	-4%	17%
Cc1ccc(C)c(/C=N/NC(=S)NC(C)C)c1	-1	?	-4	-9%	0.2%	3	3%	-23	3%	0%	3%
Cc1ccc2ncccc2c1NC(=S)NC(=O)c1ccccc1	6	-2%	-23	-1%	0.0%	-1	4%	-11	-1%	-1%	-1%
O=C(CSc1nc2c(sc3ccccc32)c(=O)n1CCO)NCc1ccco1	3	5%	-2	-2%	0.1%	5	0%	-15	-3%	0%	1%
COC(=O)CCC(=O)NNC(=O)c1cccc(Br)c1	-10	4%	-1	2%	-1.8%	0	5%	-9	2%	-12%	-16%
Cc1ccc(S(=O)(=O)Nc2cccnc2)cc1C	5	1%	11	-4%	0.0%	4	0%	-4	-3%	-4%[11.5 µM]	6%
Cc1cccc(N2CCN(C(=O)CNC(=O)C3CCCCC3)CC2)c1C	10	2%	16	-17%	-0.5%	/	-4%	4	/	/	-21%
O=C(NCCc1c[nH]c2ccccc12)C(=O)NCC(c1ccco1)N1CCN(c2ccccc2F)CC1 (configuration not stated)	22	0%	-8	2%	-0.6%	0	4%	10	2%	0%	-9%

Results in PKM2 activator, for two of the compounds above:
SMILES	PKM2 activator
CCOc1cccc2sc(N(CCCN(C)C)C(=O)c3ccc(S(=O)(=O)N(C)c4ccccc4)cc3)nc12	1%
COC(=O)C1(CCSC)NC(c2ccccc2OC)C2C(=O)N(C)C(=O)C21 (configuration not stated)	-2%

(more compounds)
SMILES	hERG WT inh	BCR signal inh	KCNH2 3.1 inh	uPA generation	B2AR arrestin	FBPA coupling cs	USP2a inh	Giardia killer	GALK inh	PKM2 activator	Eya2 phos inh
COc1ccc(Cc2[nH]n3c(=O)cc(C)nc3c2-c2ccccc2)cc1	2	3%	-4	-2%	0.1%	4	-1%	-27	-3%	3%	13%
CCC(C)(C)n1nnnc1C(c1ccc(OC)c(OC)c1)N1CCN(c2ccc(F)cc2)CC1 (configuration not stated)	13	8%	2	11%	-1.0%	-1	-1%	12	-2%	-13%	-11%
O=S1(=O)CCOC[C@H](c2ccccc2)N1Cc1cccc(F)c1	2	-10%	-9	14%	0.4%	0	0%	11	/	0%	-4%
Cc1cccc(-n2ncc3c(N4CC(C)CC(C)C4)ncnc32)c1 (configuration not stated)	0	?	-16	-7%	0.1%	1	-5%	-6	3%	-7%	-7%
CN1CCC(N(C)S(=O)(=O)c2ccc(NC(=O)c3cccc(C#N)c3)cc2)CC1	1	-1%	-2	-18%	-0.1%	/	0%	-28	/	/	-10%
O=C(CSc1nnc(SCc2ccc(Cl)cc2)s1)N/N=C/c1c[nH]c2ccccc12	-1	-3%	-29	-4%	0.4%	-10	-1%	-6	-3%	?	-1%
Cc1nc2c(-c3ccc(Cl)cc3)c(C)[nH]n2c(=O)c1Cc1ccccc1	6	?	?	-19%	0.1%	-2	-2%	0	0%	1%	-27%
Cc1c2c(n3c(nc4ccccc43)c1C#N)N(CCN1CCOCC1)CC2	1	2%	6	5%	-0.1%	-11	5%	5	-1%	20%	-3%
Cc1cccc(C(=O)Nc2ccccc2NC(=O)c2cccc(C)c2)c1	4	?	14	-10%	-0.3%	0	-1%	-5	1%	/	15%
Cc1ccc(-c2n[nH]c(=S)n2/N=C/c2sccc2C)cc1	-4	0%	17	-5%	0.3%	0	2%	-19	-2%	13%	4%
CCCCCCCCCS(=O)(=O)N/N=C/c1cccc([N+](=O)[O-])c1	-10	?	11	/	-0.7%	0	?	2	0%	-14%	-35%
O=C(CN1CCCC1=O)NC1CCCc2c1cnn2-c1cc(F)cc(F)c1 (configuration not stated)	-21	0%	?	8%	-0.5%	4	-1%	-8	-1%	-4%	-2%
CN1CCN(c2nc(-c3ccc(Cl)c(Cl)c3)nc3ccccc23)CC1	/	-8%	/	/	0.3%	3	-5%	/	/	/	13%
CS(=O)(=O)N1CCCC(C(=O)Nc2ccc(F)c(F)c2)C1 (configuration not stated)	6	-5%	-8	-4%	0.1%	/	0%	3	/	/	2%
CCOC(=O)CNC(=O)c1ccc2c(c1)OCCO2	-3	5%	-2	-4%	-0.3%	0	-2%	-8	4%	-5%	8%
COc1ccc(-n2cnnc2SCC(=O)Nc2cccnc2Cl)cc1	-6	0%	0	-2%	0.2%	2	-4%	-27	0%	-1%	-16%
C/C(=N\NC(=O)CNC(=O)C1COc2ccccc2O1)c1ccc(Cl)cc1 (configuration not stated)	1	7%	-6	2%	0.5%	3	0%	-14	4%	-12%	-2%
CCCOC(=O)CCn1c(=S)oc2ccccc21	-4	-1%	-9	-1%	-0.4%	0	2%	4	5%	13%	11%
CN(CCC#N)C(=O)COC(=O)c1ccc(Cl)c(S(=O)(=O)N(C)c2ccccc2)c1	-24	4%	-8	-2%	-0.1%	5	0%	17	7%	6%	22%
